Compound activity (PubChem)
Sm TGR inh = blocks Schistosoma mansoni thioredoxin glutathione reductase | Q962Y6 | purified TGR, DTNB reduction, TNB absorbance 405 nm | Potency, µM (top dose mostly 114 µM), for the others: at the top dose activity change, negative = inhibition, most hits filed as inhibitors | 360,000 tested, 3% active; also: potency is read from the fitted curve at half-maximal effect; % is scaled to controls: 0 for no effect and ±100 for the full control effect; nearly all actives have a fitted effect of over 60% in size
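First, TGR (20 nM dispensed) and NADPH were mixed with compound. Second, a 15 min room-temperature incubation followed. Third, further NADPH and then DTNB were added to start the reaction. Finally, TNB absorbance was monitored kinetically.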
Pf growth 96h = P. falciparum growth inhibition at 96 hours. P. falciparum luciferase reporter growth, 96 h. Potency, µM (titrated, usually from 28.7 µM), for the others: at the highest dose activity change, negative = inhibition, hits mostly inhibitors. 320,000 tested, 6.9% active; also: potency is read from the fitted curve at half-maximal effect; % is scaled to controls: 0 for no effect and ±100 for the full control effect
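Cell-based qHTS: luciferase-tagged P. falciparum in erythrocytes (2% hematocrit, 0.05% parasitemia final) incubated with compounds for 96 hours, 37 C, 5% CO2; luciferase detection reagent then added and luminescence measured.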
Cycloheximide cs = affects cycloheximide protein synthesis inhibition readout, counter-screen. cell reporter, cycloheximide protein synthesis inhibition counterscreen. max response, %. 300,000 tested, 12% active. AID 2314; in the data active = max response mostly above about 13%, no sharp cut-off; inactive = mostly below about 14%; also: read at 38.3 µM for the half of the compounds with a filed dose; 0% is about no effect
Shiga inhibitor = Shiga toxin inhibition | 290,000 tested, 9.2% active | inhibition, % at 38.7 µM | Vero cells, Shiga toxin protein synthesis inhibition reporter; in the data active = inhibition mostly above about 28%, no sharp cut-off; inactive = mostly below about 43%; also: 0% is about no effect
Giardia FBPA inh = blocks Giardia fructose-bisphosphate aldolase activity; AID 2451; Potency, µM (series often up to 59.6 µM), for the others: at the highest dose activity, negative = inhibition, actives largely listed as inhibitors; purified Giardia FBPA; 290,000 tested, 0.71% active; also: potency is read from the fitted curve at half-maximal effect; % is scaled to controls: 0 for no effect and ±100 for the full control effect; nearly all actives have a fitted effect of over 55% in size
Target sequence (A8B2U2 whole entry, looked up): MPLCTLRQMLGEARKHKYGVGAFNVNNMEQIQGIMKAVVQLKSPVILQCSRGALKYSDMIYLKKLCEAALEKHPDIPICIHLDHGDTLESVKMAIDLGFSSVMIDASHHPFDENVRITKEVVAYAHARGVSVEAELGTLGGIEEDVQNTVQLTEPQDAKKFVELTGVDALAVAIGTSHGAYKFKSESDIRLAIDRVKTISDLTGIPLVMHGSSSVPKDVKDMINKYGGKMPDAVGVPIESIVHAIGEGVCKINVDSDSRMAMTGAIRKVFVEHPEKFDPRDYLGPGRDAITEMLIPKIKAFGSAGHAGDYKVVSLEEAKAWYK
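40 nM FBPA preincubated 10 min at RT with compound (up to 57.5 uM final), then substrate plus GAPDH/TPI/NAD/arsenate coupling and diaphorase/resazurin added. Fluorescence read after 20 min at RT, 525/598 nm.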
Pf growth 48h = inhibits P. falciparum growth in the first generation, 48 h. P. falciparum luciferase growth in erythrocytes, 48 h. Potency, µM (top dose mostly 28.7 µM), inactives show at the top dose activity change, negative = inhibition, usual class: inhibitors. 310,000 tested, 5.9% active; also: potency is read from the fitted curve at half-maximal effect; % is scaled to controls: 0 for no effect and ±100 for the full control effect
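First compound was added to culture medium, then infected red cells at 0.1% parasitemia and 2% hematocrit (final). After incubation at 37 C under 5% CO2, luciferase detection reagent was dispensed and light output recorded.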
The depositor's hits bear a star; u = inconclusive; x = no result given; [ ] = dose if it differs, or a comment. Unless noted, calls follow the shape of the dose curve; as a rule, active = well fitted curve in the direction sought with a large enough effect; inconclusive = small, poorly fitted or top-dose-only effect, or another doubt; inactive = no such curve, though single readings can be large; an effect the other way counts as inactive or inconclusive. This is a random part of the collection. About 24% of those tested had a hit in this group.

Assay codes – A = Sm TGR inh; B = Pf growth 96h; C = Cycloheximide cs; D = Shiga inhibitor; E = Giardia FBPA inh; F = Pf growth 48h
> C=C(COC(=O)CCC(=O)O)CC1CC(O)[C@]2(C)OC3CC4OC5C[C@]6(C)O[C@]7(C)CCC8OC9C[C@]%10(C)OC%11C(C)=CC(=O)OC%11CC%10OC9C[C@@H](C)C8OC7CC6O[C@]5(C)C/C=C\C4OC3CC2O1 (some centres not stated)
  A: 26%; B: u; C: -2; D: -3; E: 9%; F: -14%

> CCOc1ccc(NC(=O)CN(C)C(=O)CCSc2ccc(F)cc2)cc1OCC
  A: -5%; B: -18%; C: x; D: x; E: x; F: u

> CCO[C@H]1OC(C(=O)NC2CC2)=C[C@@H](c2csc3ccccc23)[C@@H]1CCCO
  A: 7%; B: 0.19µM*; C: -2; D: -14; E: 5%; F: u

> Cc1cc(NC(=O)CSc2nc(=O)n3cccc(C)c3n2)no1
  A: -3%; B: u; C: x; D: x; E: x; F: 0%

> O=C(NC(=S)N1CCN(c2ccccc2)CC1)c1ccc(S(=O)(=O)N2CCOCC2)cc1
  A: -12%; B: u; C: 1; D: 5; E: u; F: u

> Cc1c(Cl)cccc1NC(=S)N(Cc1ccccc1)Cc1cccnc1
  A: 14%; B: 5%; C: -2; D: -7; E: 4%; F: 10µM*

> COc1cccc(NC(=O)c2ccc(CN3CCc4ccccc4C3)cc2)c1
  A: -20%; B: u; C: 12; D: 43; E: -4%; F: u

> CC1(NC(=O)c2cccc(S(=O)(=O)N3CCCc4ccccc43)c2)CCS(=O)(=O)C1 (configuration not stated)
  A: 5%; B: u; C: x; D: x; E: x; F: u

> Cc1ccc(Nc2cc(-n3nc(C)cc3C)ncn2)cc1
  A: 6%; B: 9%; C: -4; D: 1; E: 9%; F: 15%

> COc1ccc(OCCn2ccnc2)cc1
  A: -3%; B: 0%; C: -2; D: x; E: u; F: 18%

> N#Cc1cc2cc3c(cc2nc1SCC(=O)N1CCOCC1)OCO3
  A: 4%; B: u; C: 28*; D: 83*; E: 15%; F: 133%[activator]

> Cc1ccc(C2/C(=C(\O)c3cnn(-c4ccccc4)c3C)C(=O)C(=O)N2CCN(C)C)o1 (configuration not stated)
  A: 7%; B: 27%; C: -3; D: -9; E: 5%; F: u

> S=c1[nH]nc(-c2n[nH]c3c2CCC3)n1/N=C/C=C/c1ccco1
  A: 11µM*; B: 1%; C: -1; D: -7; E: u; F: 2%

> Cc1csc(NC(=O)C2CCN(S(=O)(=O)c3ccccc3)CC2)n1
  A: 2%; B: -11%; C: x; D: x; E: x; F: -7%

> CC(=Nc1ccccc1)C1=C(O)CSC1=O
  A: 0%; B: 0%; C: 32*; D: 49; E: -9%; F: x

> Nc1cc2c3c(cccc3c1)C(=O)N(CCN1CCCC1)C2=O
  A: -17%; B: 5.9µM*; C: -2; D: 6; E: -15%; F: 12µM*

> Cc1nc2c3ccccc3n(Cc3ccccc3F)c2s1
  A: -2%; B: u; C: 8; D: 13; E: -2%; F: -30%

> CN(CC(CC(=O)Nc1nncs1)c1ccccc1)S(=O)(=O)c1ccccc1 (configuration not stated)
  A: 45%[activator]; B: u; C: -4; D: 13; E: -1%; F: x

> CSCCC(NS(=O)(=O)c1ccc(Cl)c(Cl)c1)C(=O)O (configuration not stated)
  A: -9%; B: 16%; C: -5; D: -19; E: 5%; F: 14%

> COc1cc2nc(CN3CCOCC3)n(CC(=O)NCC(F)(F)F)c(=O)c2cc1OC
  A: -6%; B: 0%; C: -3; D: 4; E: 1%; F: 19%

> CCCCCCOC(=O)c1ccc(N)cc1
  A: -6%; B: 358%[activator]; C: 42*; D: 69*; E: -4%; F: 310%[activator]

> O=[N+]([O-])c1ccc(N2CCN(S(=O)(=O)Cc3ccccc3)CC2)cc1N1CCOCC1
  A: -5%; B: -2%; C: 1; D: -9; E: -8%; F: -11%

> COC(=O)C1=C(C)N(c2cccc(C)c2)C(=O)/C1=C\c1cccs1
  A: -4%; B: 183%[activator]; C: 8; D: -22; E: 1%; F: u

> COc1ccc(CN2CCN(Cc3cccc(OC)c3)C(CCO)C2)cc1 (configuration not stated)
  A: -7%; B: 20%; C: 2; D: -4; E: 5%; F: -1%

> COC(=O)C1=C(C)n2nnnc2NC1c1ccc(Cl)cc1 (configuration not stated)
  A: -22%; B: 0%; C: -5; D: -8; E: -2%; F: u

> CC(=O)C1=C(C)NC(=O)CC1c1ccccc1Cl (configuration not stated)
  A: 5%; B: -6%; C: -6; D: 10; E: u; F: u

> COc1ccc(OC)c(NC(=O)Nc2ccc(Cl)cc2)c1
  A: -25%; B: u; C: 10; D: 31; E: -9%; F: x

> Cc1csc(C(C#N)C(=O)c2cc3ccccc3o2)n1 (configuration not stated)
  A: -4%; B: 20%; C: 25*; D: 55*; E: -19%; F: 100%[activator]

> C1COCCNCCOCCOCCOCCN1
  A: 2%; B: u; C: -2; D: -6; E: 0%; F: -1%

> Cc1cccc(C)c1NC(=O)CSc1nnc(-c2ccoc2C)n1CCc1ccccc1
  A: 9%; B: -15%[5.75 µM]; C: -3; D: -14; E: 1%; F: u

> Cc1ccc2cc(CCNC(=O)c3cccs3)c(=O)[nH]c2c1
  A: -15%; B: -19%; C: 25*; D: 38; E: 1%; F: 72%[activator]

> COc1ccc(OCc2cc(C(=O)N(C)CC3CCCCO3)no2)c(Cl)c1 (configuration not stated)
  A: 0%; B: u; C: 48*; D: 79*; E: 0%; F: 50%[activator]

> COc1ccc2oc(C)c(NC(C)=O)c2c1
  A: 0%; B: x; C: -4; D: 20; E: 2%; F: 17%

> CCOC(=O)c1c(NC(=O)C(F)(OC)C(F)(F)F)sc2c1CCN(C)C2 (configuration not stated)
  A: 1%; B: 10µM*; C: -4; D: -7; E: 1%; F: u

> COc1ccccc1-c1nnc(SCC(=O)NC2CCCCC2)n1C
  A: 8%; B: u; C: -2; D: -19; E: 4%; F: 14%

> O=C(Nc1nnc(-c2ccccc2)o1)Nc1ccc(F)cc1F
  A: 6%; B: 18%; C: 2; D: 10; E: 2%; F: 3%

> CC1NC(=O)c2ccccc2-n2c1nc1cc(F)ccc1c2=O (configuration not stated)
  A: -9%; B: 33%[activator]; C: x; D: x; E: x; F: 42%[activator]

> CCOc1ccc(S(=O)(=O)NCCC(=O)NCC(c2cccs2)N2CCOCC2)cc1 (configuration not stated)
  A: -13%; B: 14%; C: 1; D: -11; E: x; F: 5%

> O=C(c1ccc(Cl)cc1)N1C2C=CC(C2)C1(C(F)(F)F)C(F)(F)F (configuration not stated)
  A: -13%; B: -20%; C: -4; D: -8; E: 0%; F: 2%

> COc1cc(/C=C/C(=O)N2CCN(C)CC2)cc(S(=O)(=O)N2CCc3ccccc32)c1OC
  A: -8%; B: u; C: -1; D: -8; E: 2%; F: 44%[activator]

> CC/C(Cc1ccccc1)=N/NC(=O)c1cccc(Br)c1
  A: -5%; B: 12%; C: 16; D: 47*; E: 0%; F: 6%

> COc1ccccc1NS(=O)(=O)c1cccc(NC(=O)CCNC(=O)c2ccccc2OC)c1
  A: 1%; B: 12µM*; C: x; D: x; E: x; F: 9.3µM*

> CC(NC(=O)c1ccc(N2CCNCC2)c([N+](=O)[O-])c1)C12CC3CC(CC(C3)C1)C2 (configuration not stated)
  A: -25%; B: u; C: -2; D: -1; E: 4%; F: u

> CC(C)(C)C(=O)Nc1cccc(-c2nc3ccccc3[nH]2)c1
  A: -5%; B: x; C: 4; D: -6; E: -4%; F: -1%

> COc1cccc(OCCn2c(C)c(/C=N/n3cnnc3)c3ccccc32)c1
  A: 5%; B: u; C: 12; D: -4; E: 0%; F: -18%

> N#Cc1ccc2nc3c(nc2c1)CCCC3
  A: 3%; B: u; C: 0; D: 3; E: 3%; F: 4%

> COc1ccc2cc(-c3[nH]ncc3CNCCn3nc(C)cc3C)ccc2c1
  A: -31%; B: u; C: 39*; D: 68*; E: -11%; F: 138%[activator]

> CC(=O)Nc1sc2c(c1C(c1ccccc1Cl)N1CCN(CCO)CC1)CCCC2 (configuration not stated)
  A: -7%; B: u; C: -4; D: -14; E: 1%; F: u

> COC(=O)c1ccccc1NS(=O)(=O)c1ccc(F)cc1
  A: -15%; B: 1%; C: -1; D: 7; E: u; F: u

> COCCCN1C(=O)C(O)=C(C(C)=O)C1c1cccc(F)c1 (configuration not stated)
  A: 1%; B: -4%; C: -2; D: -8; E: -4%; F: 20%

A stretch taken from the entries so far, as a working copy:
Assay codes – A = Sm TGR inh; B = Pf growth 96h; C = Cycloheximide cs; D = Shiga inhibitor; E = Giardia FBPA inh; F = Pf growth 48h
> COc1ccccc1NS(=O)(=O)c1cccc(NC(=O)CCNC(=O)c2ccccc2OC)c1
  A: 1%; B: 12µM*; C: x; D: x; E: x; F: 9.3µM*

> CC(NC(=O)c1ccc(N2CCNCC2)c([N+](=O)[O-])c1)C12CC3CC(CC(C3)C1)C2 (configuration not stated)
  A: -25%; B: u; C: -2; D: -1; E: 4%; F: u

> CC(C)(C)C(=O)Nc1cccc(-c2nc3ccccc3[nH]2)c1
  A: -5%; B: x; C: 4; D: -6; E: -4%; F: -1%

> COc1cccc(OCCn2c(C)c(/C=N/n3cnnc3)c3ccccc32)c1
  A: 5%; B: u; C: 12; D: -4; E: 0%; F: -18%

> N#Cc1ccc2nc3c(nc2c1)CCCC3
  A: 3%; B: u; C: 0; D: 3; E: 3%; F: 4%

> COc1ccc2cc(-c3[nH]ncc3CNCCn3nc(C)cc3C)ccc2c1
  A: -31%; B: u; C: 39*; D: 68*; E: -11%; F: 138%[activator]

New compounds follow.
Assay codes – A = Sm TGR inh; B = Pf growth 96h; C = Cycloheximide cs; D = Shiga inhibitor; E = Giardia FBPA inh; F = Pf growth 48h
> Cc1cc2c(c(SCC(=O)NCCc3ccccc3)n1)C(=O)OC2
  A: 15%; B: u; C: -1; D: -11; E: 4%; F: 0%

> COc1ccc(C(=O)Nc2cc(-c3nn4c(C)nnc4s3)ccc2C)cc1
  A: 5%; B: u; C: -1; D: 20; E: 5%; F: x

> BrCCc1ccccc1
  A: -9%; B: 72%[activator]; C: x; D: x; E: x; F: u

> Cn1c(C(=O)N2CCC(C(=O)N3CCOCC3)CC2)cc2sccc21
  A: -8%; B: 12µM*; C: -4; D: -5; E: 4%; F: 24%

> COc1ccc2ccccc2c1-c1sc(Nc2ccccc2)n[n+]1-c1ccc(F)cc1
  A: 7%; B: u; C: -2; D: -7; E: -4%; F: u

> CCn1c(CCCCc2n[nH]c(=S)n2CC)n[nH]c1=S
  A: x; B: 18%; C: 6; D: 8; E: -25%; F: 4%

> C#CCNC(=O)C1=C[C@@H](c2coc3ccccc3c2=O)[C@H](CCCO)[C@@H](OCC)O1
  A: -2%; B: u; C: -3; D: -25; E: -2%; F: u

> COCCCNS(=O)(=O)c1ccc(Oc2ncc(C(F)(F)F)cc2Cl)cc1
  A: 0%; B: 40%[activator]; C: 5; D: 10; E: -3%; F: 8%

> O=C(c1cccc(S(=O)(=O)N2CCOCC2)c1)N1CCN(Cc2ccc3c(c2)OCO3)CC1
  A: -2%; B: -12%; C: 4; D: 11; E: -5%; F: -22%

> O=C(Nc1ccc2c(c1)OCCO2)c1ccccc1F
  A: -14%[11.4 µM]; B: u; C: 47*; D: 50*; E: -1%; F: x

> Cc1cc2c(NS(=O)(=O)c3ccc(F)cc3)cccc2nn1
  A: 9%; B: -6%; C: 1; D: -1; E: -26%; F: 4%

> CCOC(=O)N1CCN(S(=O)(=O)c2ccc(OCC)c(C)c2)CC1
  A: -1%; B: x; C: -3; D: -5; E: 28%; F: -23%
